Neddyl block: inhibitors of human cullin neddylation | 0.58% of 360,000 active | TR-FRET cullin neddylation, biochemical | calls only at 25 µM | P61081+Q13564; in the data active = inhibition above about 36%
Target sequence (P61081 whole entry, looked up): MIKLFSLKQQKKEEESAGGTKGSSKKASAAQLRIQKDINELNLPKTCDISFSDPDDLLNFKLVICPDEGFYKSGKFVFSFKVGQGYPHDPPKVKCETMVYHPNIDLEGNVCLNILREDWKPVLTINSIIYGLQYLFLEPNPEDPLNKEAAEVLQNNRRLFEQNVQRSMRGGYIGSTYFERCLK
Target sequence (Q13564 whole entry, looked up): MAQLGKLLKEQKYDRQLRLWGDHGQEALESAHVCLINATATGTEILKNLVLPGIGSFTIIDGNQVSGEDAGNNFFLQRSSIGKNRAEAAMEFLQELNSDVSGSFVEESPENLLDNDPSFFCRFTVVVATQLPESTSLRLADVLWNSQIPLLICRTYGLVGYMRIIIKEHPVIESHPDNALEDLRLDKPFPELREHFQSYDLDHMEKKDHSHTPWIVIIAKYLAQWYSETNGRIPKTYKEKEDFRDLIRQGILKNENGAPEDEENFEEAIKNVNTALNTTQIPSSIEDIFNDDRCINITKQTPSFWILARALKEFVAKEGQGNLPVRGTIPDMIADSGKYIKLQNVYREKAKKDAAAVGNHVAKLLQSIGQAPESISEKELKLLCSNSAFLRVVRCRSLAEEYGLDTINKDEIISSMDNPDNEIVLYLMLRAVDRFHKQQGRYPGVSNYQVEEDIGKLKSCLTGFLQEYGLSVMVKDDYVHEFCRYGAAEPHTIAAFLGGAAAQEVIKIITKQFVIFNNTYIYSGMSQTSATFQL
NRP1-CendR mod: modulators of CendR peptide binding to human neuropilin-1; 0.85% of 360,000 active; O14786; FAM-RPARPAR peptide binding to NRP-1, fluorescence polarization; inhibition, % at 25 µM;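 active = inhibition or corrected inhibition above about 18%, plus a signal ratio from 0.5 to 1.5, limit read from the data, passing the limit was not always enough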; note: strong numbers were not always called active
E coli Lon inh: inhibits E. coli Lon protease | AID 602123 | P0A9M0 | inhibition, % at 7.94 µM | 0.42% of 360,000 active | purified E. coli Lon protease, fluorescence polarization; in the data active = inhibition above about 13%, passing the limit was not always enough;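 note: 0% = enzyme with probe and DMSO and 100% = no enzyme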
FAS TE block: blocks the thioesterase domain of human fatty acid synthase. P49327. recombinant FAS-TE, OMFH fluorogenic substrate, fluorescence endpoint. inhibition, % at 15 µM. 0.67% of 360,000 active;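 active = compounds whose normalised, plate-corrected inhibition of enzyme fluorescence in the single-dose primary screen is 50% or more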;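 note: 0% = DMSO with enzyme and 100% = substrate without enzyme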
MT1-MMP act inh: MT1-MMP (human) activation inhibition; 0.061% of 360,000 active; HT1080 RFP-PRO-GFP cells, GFP/RFP ratio fluorescence, overnight; percent of plate control window, DMSO zero; GFP/RFP ratio change, % at 20 µM; AID 651647;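 active = GFP/RFP ratio change of at least 30% with cell ATP level not reduced by more than half and red fluorescence within 50% of control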; note: strong numbers were not always called active
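Read-out: GFP/RFP fluorescence ratio; Test system: RFP-PRO-GFP reporter HT1080 cells; Compound dosing: single-point 20 µM compound, 1% DMSO; Times: overnight compound exposure at 37 °C.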
bovine MsrA act: activates bovine MsrA enzyme; purified bovine MsrA, absorbance read-out; activation, % at 10.6 µM; 0.3% of 360,000 active; AID 602163; in the data active = activation above about 7.5%;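 note: 0% = vehicle and 100% = reference activator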
MsrA inhibitor: inhibitors of bovine MsrA; 0.75% of 360,000 active; purified bovine MsrA, absorbance read-out; inhibition, % at 15.5 µM; in the data active = inhibition above about 4.5%;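 note: 0% = vehicle wells with enzyme and 100% = reference inhibitor wells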
Rin1 Abl inh: inhibitors of human Rin1-Abl protein interaction. P00519+Q13671. TR-FRET Rin1/Abl binding, biochemical. inhibition, % at 7.35 µM. 0.4% of 360,000 active. AID 588664; in the data active = inhibition above about 5%, passing the limit was not always enough
SKN-1 block: inhibitors of C. elegans SKN-1; C. elegans VP596 Pgst-4::GFP/RFP ratio, acrylamide-induced, 24 h; inhibition, % at 21.8 µM; 0.49% of 360,000 active; AID 624304;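 active = interference check ratio from 0.5 to 1.5 plus GFP to RFP signal ratio inhibition reaching or exceeding a fixed threshold, cut at about 30% in these data, passing the limit was not always enough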; note: some compounds called inactive have numbers as strong as hits
Active calls of the source: *; i = inactive; nt = not tested or not shown.

nr	canonical_smiles	Neddyl block	NRP1-CendR mod	E coli Lon inh	FAS TE block	MT1-MMP act inh
1	C=CCn1c(=O)c(C(=O)Nc2ccccc2S(N)(=O)=O)c(O)c2ccccc21	i	-1	10	3	-3
2	COc1ccc(N(CC(=O)NC2CCCC2)C(=O)Cn2nnc(-c3ccc(F)cc3)n2)cc1OC	i	7	10	-3	-2
3	NC(=O)C1CCN(C(=O)C2CCC(=O)N(C3CCCCCC3)C2)CC1 (centres undefined)	i	0	3	-6	2
4	O=C(c1ccccc1NS(=O)(=O)c1ccc(Br)s1)N1CCCC1	i	6	-7	-6	-5
5	CCSc1ccc([C@@H]2[C@H]3C(=O)N(CC)C(=O)[C@H]3[C@]3(C(=O)OC)CCCCN23)cc1OC	i	-5	-1	16	-4
6	COc1ccc(N2CCN(C(=O)CN(CCc3ccccc3)S(C)(=O)=O)CC2)cc1	i	3	-7	0	2
7	CC(C)N(Cc1nccn1C)C(=O)c1cc(COc2ccc(-n3cncn3)cc2)on1	i	2	-1	-5	1
8	CCCCNC(=O)COC(=O)c1cc(C)oc1C	i	8	-2	-1	-6

nr	bovine MsrA act	MsrA inhibitor	Rin1 Abl inh	SKN-1 block
1	-4	1.1	2	10
2	-11	nt	4	-4
3	-3	0.3	-1	13
4	-5	1.5	5	-17
5	1	nt	2	-20
6	-3	1.3	0	10
7	-3	-0.1	-1	-10
8	-7	1.8	2	-3

The list continues.
nr	canonical_smiles	Neddyl block	NRP1-CendR mod	E coli Lon inh	FAS TE block	MT1-MMP act inh
9	Cc1ccc2nc3n(c(=O)c2c1)-c1ncccc1C(=O)NC3Cc1ccccc1 (centres undefined)	i	1	4	-9	0
10	CC(SCC(=O)Nc1ccccc1)c1nc2ccccc2c(=O)[nH]1 (centres undefined)	i	10	2	-5	-3
11	O=C(NCc1ccco1)c1cc(-c2ccccc2)nn1CC1CC(c2cccc([N+](=O)[O-])c2)=NO1 (centres undefined)	i	13	-16	49	4
12	N/C(=N\OC(=O)CC1CCCCC1)c1ccncc1	i	12	-9	-11	0
13	Cc1ccc(CNC(=O)c2cc(=O)c3cc(C)ccc3o2)cc1	i	17	-9	5	-3
14	COc1cc(NC(=O)N2CCNC2=O)cc(C(=O)Nc2cccc(C(F)(F)F)c2)c1	i	-2	-6	8	10
15	Cc1ccc(NC(=O)CNS(=O)(=O)c2ccc(F)cc2)cc1C	i	-8	3	-1	0
16	Cn1c(=O)c2c(nc(Br)n2CCc2ccccc2)n(C)c1=O	i	6	-3	-6	2

nr	bovine MsrA act	MsrA inhibitor	Rin1 Abl inh	SKN-1 block
9	0	0.2	-3	7
10	-2	2.4	1	0
11	-2	-0.6	3	4
12	-4	-0.7	3	-5
13	1	-0.3	6	1
14	-3	-0.1	3	20
15	-5	0.1	-1	-6
16	-1	-0.1	0	-10

Carrying on.
nr	canonical_smiles	Neddyl block	NRP1-CendR mod	E coli Lon inh	FAS TE block	MT1-MMP act inh
17	Cc1ccccc1OCC(=O)Nc1ccc(C)c(S(=O)(=O)N2CCCCCC2)c1	i	3	5	27	4
18	COc1ccc(/C=C/c2nc(N)nc(-c3ccccc3O)n2)cc1OC	i	9	-10	37	-5
19	Cc1cccc(C)c1OC(=O)CCN1C(=O)C2C3C=CC(C4CC34)C2C1=O (centres undefined)	i	8	-8	12	2
20	CC1C(=O)N(Cc2ccc([N+](=O)[O-])cc2)c2ccccc2N1C(=O)c1c(F)cccc1F (centres undefined)	i	-8	-2	23	12
21	CC1(C(=O)NCc2cccc(Cl)c2)Cc2c(-c3ccc4c(c3)OCO4)ccnc2O1 (centres undefined)	i	0	-5	22	1
22	Cc1ccc(O)c(C2=Nc3ccccc3N=C(c3cccs3)C2)c1	i	-12	-3	27	-2
23	Cc1sc2ncnc(N/N=C/c3ccc(O)cc3)c2c1C	i	4	-2	-1	3
24	COc1cccc2c(=S)c(CCC(C)=O)c(C)[nH]c12	i	-4	-2	-3	1

nr	bovine MsrA act	MsrA inhibitor	Rin1 Abl inh	SKN-1 block
17	-5	-0.1	-2	3
18	-3	0.6	-4	9
19	-2	-1.2	2	3
20	-9	0.4	1	6
21	-1	-1.6	-1	11
22	-5	1.2	0	6
23	-4	4.5	-2	7
24	-3	1.3	-7	17

Part of the list above in a different format.
15. Cc1ccc(NC(=O)CNS(=O)(=O)c2ccc(F)cc2)cc1C
5. CCSc1ccc([C@@H]2[C@H]3C(=O)N(CC)C(=O)[C@H]3[C@]3(C(=O)OC)CCCCN23)cc1OC
22. Cc1ccc(O)c(C2=Nc3ccccc3N=C(c3cccs3)C2)c1
18. COc1ccc(/C=C/c2nc(N)nc(-c3ccccc3O)n2)cc1OC
3. NC(=O)C1CCN(C(=O)C2CCC(=O)N(C3CCCCCC3)C2)CC1 (centres undefined)
19. Cc1cccc(C)c1OC(=O)CCN1C(=O)C2C3C=CC(C4CC34)C2C1=O (centres undefined)

assay / compound,15,5,22,18,3,19
Neddyl block,i,i,i,i,i,i
NRP1-CendR mod,-8,-5,-12,9,0,8
E coli Lon inh,3,-1,-3,-10,3,-8
FAS TE block,-1,16,27,37,-6,12
MT1-MMP act inh,0,-4,-2,-5,2,2
bovine MsrA act,-5,1,-5,-3,-3,-2
MsrA inhibitor,0.1,nt,1.2,0.6,0.3,-1.2
Rin1 Abl inh,-1,2,0,-4,-1,2
SKN-1 block,-6,-20,6,9,13,3

Next part:
nr	canonical_smiles	Neddyl block	NRP1-CendR mod	E coli Lon inh	FAS TE block	MT1-MMP act inh
25	C[C@@]12C(=O)N(Cc3ccccc3)CC(=O)N1[C@H]1c3ccccc3OC[C@@H]1[C@@H]2c1ccccc1	i	-3	-9	25	-3
26	COc1ccccc1CNC(=O)c1ccoc1C	i	-6	-1	-10	-4
27	COCCOC(=O)c1c(C)n(C)c2ccc(OC(=O)c3cccs3)cc12	i	-10	-3	18	10
28	CC(=O)c1ccc(Oc2cc(-c3ccccc3)nc(-c3ccccc3)n2)cc1	i	-5	-9	26	1
29	O=C(Nc1ccccc1F)c1cc(Cl)sc1Cl	i	-14	-11	-2	-1
30	O=C(CS(=O)(=O)c1ccc(F)cc1)NCCS(=O)(=O)c1ccccc1	i	4	0	-3	-9
31	COc1ccc2c(=O)c3c(=O)n(-c4ccccc4)c(-c4ccc(C)cc4)nc3oc2c1	i	-6	0	-1	2
32	Nc1nc(-c2ccccc2)cc(C(F)(F)F)n1	i	7	-4	-1	4

nr	bovine MsrA act	MsrA inhibitor	Rin1 Abl inh	SKN-1 block
25	0	0.5	2	-18
26	-10	1.8	0	0
27	-8	0.5	-6	-10
28	-5	-0.1	-1	13
29	0	1.9	5	8
30	-1	-0.5	0	19
31	0	1.2	-2	0
32	-11	-0.7	3	13

Remaining list, next part:
nr	canonical_smiles	Neddyl block	NRP1-CendR mod	E coli Lon inh	FAS TE block	MT1-MMP act inh
33	O=C(NC(=S)N1CCN(c2ccc(O)cc2)CC1)c1ccco1	i	-4	-1	-6	3
34	OCCC1CN(Cc2cccn2-c2ncccn2)CCN1CCc1ccccc1 (centres undefined)	i	-10	10	-7	0
35	O=C(CSc1nnc(CNc2ccc(Cl)cc2)o1)Nc1nc2c(s1)CCCC2	i	4	11	-1	7
36	Cc1ccccc1Nc1nc(-c2cccnc2)nc2ccccc12	i	-10	-3	7	-5
37	COc1cccc2cc(C(C)N(CCCN3CCOCC3)C(=S)Nc3ccc(C)cc3)oc12 (centres undefined)	i	2	2	16	4
38	Clc1ccc(SCCn2ccnc2)cc1	i	6	-4	-13	-2
39	O=C(O)c1ccc(CS(=O)(=O)c2c(Cl)cccc2Cl)o1	i	-12	-7	-8	0
40	c1ccc(-c2cc(NCCN3CCCCC3)c3ccccc3n2)cc1	i	1	5	-4	5

nr	bovine MsrA act	MsrA inhibitor	Rin1 Abl inh	SKN-1 block
33	-1	-0.6	0	4
34	-4	1.0	-1	4
35	-1	1.1	0	3
36	-2	1.2	1	8
37	-5	1.7	1	-8
38	-12	0.0	-3	-9
39	2	0.7	0	4
40	-5	0.7	1	7

(more compounds)
nr	canonical_smiles	Neddyl block	NRP1-CendR mod	E coli Lon inh	FAS TE block	MT1-MMP act inh
41	Cc1ccc2nc(-c3ccc(NC(=O)C(C)Sc4nncs4)cc3)sc2c1 (centres undefined)	i	-12	-6	19	-6
42	CCN(CC)CCNC(=O)Cn1nc(-c2ccc(C)cc2)ccc1=O	i	-8	-9	-9	3
43	CC(C)C(=O)Nc1ccc(C=C2C=Cc3ccccc32)cc1	i	5	-8	7	5
44	CCCCc1ccc(NC(=O)CN2C(=O)NC(Cc3ccccc3)C2=O)cc1 (centres undefined)	i	-3	-3	3	13
45	CCOc1nc(SCCOc2ccccc2)nc(N(C)C)n1	i	1	-7	15	-3
46	CC(C)CC(NC(=O)C(NC(=O)C1CCC(=O)N1C(=O)OCc1ccccc1)C(C)C)C(=O)N1CCCC1C(N)=O (centres undefined)	i	20	5	-3	0
47	CCCN(C(=O)c1cc(S(=O)(=O)N2CCN(CC)CC2)ccc1Cl)C1CCS(=O)(=O)C1 (centres undefined)	i	-6	-17	-7	-10
48	Cc1cccc(NC(=O)C23CCC(C)(C2Br)C3(C)C)c1 (centres undefined)	i	0	2	14	-4

nr	bovine MsrA act	MsrA inhibitor	Rin1 Abl inh	SKN-1 block
41	-3	0.2	0	9
42	-3	-0.4	-2	-6
43	-4	0.7	1	19
44	6	0.0	0	11
45	-10	0.6	-3	-7
46	-1	-0.4	1	1
47	-2	0.8	1	14
48	0	-1.1	3	14

Later entries.
nr	canonical_smiles	Neddyl block	NRP1-CendR mod	E coli Lon inh	FAS TE block	MT1-MMP act inh
49	O=C(CC1Sc2ccccc2NC1=O)OC(C(=O)NCCc1ccccc1)c1cccnc1 (centres undefined)	i	4	2	2	0
50	COc1ccc(/C=N/NC(=O)c2ccn[nH]2)cc1COc1ccc(F)cc1	i	0	-2	-37	4
51	O=C1CCCN1c1ccc(C(=O)N(Cc2nnc(-c3ccc(Cl)cc3)o2)C2CC2)cc1	i	-1	-5	-3	3
52	O=C(Nc1ccc(Cl)cc1)Nn1cnnc1	i	10	-15	-5	1
53	CN(CC(=O)Nc1ccc(Cl)cc1)C(=O)COc1ncnc2ccccc12	i	8	-5	-8	2
54	CC(C)(C)c1ccccc1NC(=O)Cn1cnc2cc([N+](=O)[O-])ccc2c1=O	i	1	-6	4	3
55	COc1ccc(C2=NS(=O)(=O)N(C)C(C(=O)N3CCOCC3)=C2)cc1OC	i	3	-3	-5	-2
56	CCCC1S/C(=N/N=C/c2ccc(C)cc2)N(Cc2ccc(OC)cc2)C1=O (centres undefined)	i	-9	-2	22	-1

nr	bovine MsrA act	MsrA inhibitor	Rin1 Abl inh	SKN-1 block
49	-1	0.2	-4	-5
50	-16	2.2	-1	-14
51	-4	0.2	2	-3
52	-4	-1.0	3	13
53	-2	-0.2	-4	-3
54	-3	-0.9	-1	7
55	-3	3.4	3	11
56	1	-0.6	2	6

Screens deposited in PubChem by several laboratories.
